# p97 ATPase inh – inhibitors of human p97 ATPase. P55072. recombinant p97 ATPase, Kinase-Glo ATP luminescence, 3 h. inhibition, % at 8 µM. 220,000 compounds, 0.42% hits; in the data active = inhibition above about 15%;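 note: 0% = DMSO vehicle and 100% = wells lacking enzyme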
# NPY-Y1 PAM-ag – potentiators or agonists of human neuropeptide Y receptor Y1; NPY-Y1 expressing cells, potentiator/agonist activation; activation, % at 3.6 µM; P25929; 220,000 compounds, 0.37% hits; in the data active = activation above about 33%, passing the limit was not always enough;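 note: cells stimulated with NPY at EC10 then isoproterenol at EC100; 0% = low agonist plus stimulus and 100% = saturating agonist plus stimulus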
# NPY Y1 blocker – antagonists of human neuropeptide Y receptor Y1 | 200,000 compounds, 1% hits | P25929 | inhibition, % at 3.6 µM | HEK293-CNG Y1 cells, membrane potential fluorescence; NPY at EC95, then isoproterenol;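 active = inhibition above the campaign mean inhibition of all tested compounds plus 3 SD, cut at about 20% in these data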;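 note: 0% = DMSO wells given NPY plus isoproterenol and 100% = isoproterenol alone without NPY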
#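 System: HEK293 cells with Y1 receptor plus CNG channel / Probe or stimulus: NPY 25 nM then isoproterenol 1 µM plus Ro 20-1724 25 µM / Compound: one concentration, 3.6 µM, in 0.4% DMSO / Schedule: compound incubation 1 h at room temperature, readout 45 min post-stimulation / Measured by: membrane potential fluorescence / Read-out: % inhibition of NPY effect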
# EP2 mod – modulates human prostaglandin E2 receptor EP2 signaling. P43116. induction, % at 25 µM. 260,000 compounds, 0.83% hits. EP2-expressing cells, cAMP HTRF FRET, PGE2 co-stimulation;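 active = compounds whose cAMP rise, as percent of the full-agonist control response, exceeds 60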;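 note: rat C6 glioma line stably carrying human EP2 under a CMV promoter; the protocol text gives 20 µM as final concentration; 100% = response of wells given 1 µM PGE2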
# Target sequence (P43116 whole entry, looked up): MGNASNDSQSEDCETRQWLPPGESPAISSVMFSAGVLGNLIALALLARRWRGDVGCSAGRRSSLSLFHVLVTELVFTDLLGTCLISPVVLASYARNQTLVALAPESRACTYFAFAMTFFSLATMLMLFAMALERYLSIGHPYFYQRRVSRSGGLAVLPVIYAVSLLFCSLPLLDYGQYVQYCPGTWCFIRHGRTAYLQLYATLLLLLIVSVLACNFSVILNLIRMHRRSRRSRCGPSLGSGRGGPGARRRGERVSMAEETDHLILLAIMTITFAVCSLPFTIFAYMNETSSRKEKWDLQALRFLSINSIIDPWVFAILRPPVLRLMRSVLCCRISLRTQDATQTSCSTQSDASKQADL
# eIF4E-4G inh – eIF4E/eIF4G interaction inhibition in translation initiation. P63073+Q04637. TR-FRET eIF4E-eIF4GI(517-606) binding, 2 h. inhibition, % at 21.7 µM. 220,000 compounds, 0.37% hits. AID 782;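 active = inhibition above about 30%, limit read from the data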;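 note: 0% = full FRET control wells and 100% = background wells lacking eIF4GI fragment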
# S1P4 ag – activates the human S1P4 receptor | S1P4-expressing cell line, agonist reporter assay | 220,000 compounds, 0.35% hits | activation, % at 4.98 µM; in the data active = activation above about 11%;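 note: 0% = DMSO vehicle and 100% = reference agonist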
# NPY-Y2 PAM-ag – potentiators or agonists of human neuropeptide Y receptor Y2; activation, % at 3.6 µM; 220,000 compounds, 0.45% hits; cells expressing NPY-Y2, potentiator/agonist read-out; in the data active = activation above about 27%;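 note: cells stimulated with NPY near EC25 plus isoproterenol at EC100; 0% = vehicle plus submaximal agonist and 100% = vehicle plus saturating agonist; some results beyond the cut were filed as inactive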
# Target sequence (P49146 whole entry, looked up): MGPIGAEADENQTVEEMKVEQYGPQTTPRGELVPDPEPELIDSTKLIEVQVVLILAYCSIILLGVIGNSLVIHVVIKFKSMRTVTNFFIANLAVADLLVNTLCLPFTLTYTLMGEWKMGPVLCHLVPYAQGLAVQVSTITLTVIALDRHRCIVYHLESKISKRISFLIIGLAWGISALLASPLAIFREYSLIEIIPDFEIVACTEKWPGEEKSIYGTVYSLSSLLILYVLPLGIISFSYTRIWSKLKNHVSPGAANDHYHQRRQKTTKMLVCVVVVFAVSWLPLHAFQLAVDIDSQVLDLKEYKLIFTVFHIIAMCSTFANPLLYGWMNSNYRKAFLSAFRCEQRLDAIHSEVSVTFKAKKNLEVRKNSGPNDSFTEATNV
# S1P4 antag – antagonists of human S1P4 receptor; O95977; S1P4-expressing cells, antagonist mode, reporter read-out; inhibition, % at 4.98 µM; 220,000 compounds, 0.26% hits; AID 1510; in the data active = inhibition above about 29%;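 note: 0% = wells stimulated with agonist and 100% = vehicle wells without agonist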
# EP2 antag – EP2 receptor (human) inhibition; 260,000 compounds, 0.52% hits; P43116; C6 glioma cells expressing human EP2, cAMP TR-FRET; cells stimulated with saturating PGE2; inhibition, % at 25 µM;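 active = percent inhibition above 40 after rounding to a whole number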;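 note: rat C6 glioma host cells with rolipram phosphodiesterase inhibitor present; the protocol text gives 20 µM as final concentration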
# An asterisk follows results filed as active; . = not tested or not shown; & = joins results of further samples; [ ] = dose if it differs, or a comment.
SMILES,p97 ATPase inh,NPY-Y1 PAM-ag,NPY Y1 blocker,EP2 mod,eIF4E-4G inh,S1P4 ag,NPY-Y2 PAM-ag,S1P4 antag,EP2 antag
O=C(Nc1ccccc1C(=O)NCc1ccco1)NC1CCCCC1,-1,10,-4,-9,-2,-0.6,-9,12,7
Fc1ccc(NCc2cccnc2)cc1,-4,-28,7,11&-4,-2[fluorescence artefact?],4.2,-13,6,15&10
COc1ccc(/C=N\NC(=O)/C(=C\Nc2nccc(C)n2)NC(=O)c2ccccc2)cc1,-7,-16,-1,-10,4[fluorescence artefact?],2.1,-2,-13,-5
O=C(CC(Nc1ccccc1Cl)C(=O)O)c1ccccc1 (stereo not given),3,2,5,-5,-1,0.9,0,11,0
CCN(CC)c1ccc(N/C(N)=N/c2nc(C(F)(F)F)cc(=O)[nH]2)cc1,8,10,5,23,3,1.7,-1,4,0
O=[N+]([O-])c1cc(S(=O)(=O)CCCN2CCOCC2)ccc1F,3,12,1,2,2,-0.8,1,-4,3
Cc1ccc(S(=O)(=O)Nc2cc(C)c(O)c(S(=O)(=O)c3ccc(C)cc3)c2)cc1,3,-26,2,31,-7,0.3,-4,-7,3
Cc1ccc(-c2cn3c(=O)cc(C)[nH]c3n2)cc1,7,-3,4,-15,3,0.0,0,5,5
Cc1ccc(C(=O)C2(C)C3c4cc(Br)ccc4OC(=O)C32C(=O)c2ccco2)cc1 (stereo not given),0,6,-4,25,3,1.2,-2,-5,9
Cn1c(SCc2cccc(F)c2)nnc1-c1ccccn1,-4,10,2,28,-3,0.7,-10,-16,6
Cc1ccc(-c2nnc(Nc3ccc4c(c3)OCO4)c3ccccc23)cc1S(=O)(=O)NCCO,1,-18,-1,-78,-2[fluorescence artefact?],1.6,-6,-9,16
O=c1[nH]c(CSc2nnc(-c3ccncc3)n2Cc2ccco2)nc2ccccc12,3,8,-4,41,-7,1.3,5,-6,14
O=[N+]([O-])c1ccc(C(=S)N2CCN(c3ccc(F)cc3)CC2)cc1,0,11,-3,-55,4,-1.9,-3,5,16
O=c1cc(CN2CCN(c3ccc(F)cc3)CC2)nc2sccn12,2,6,-1,20,6,0.0,0,-11,8
O=C(N/N=C/C(Cl)=C/c1ccccc1)c1cnccn1,-3,7,-3,-21,1,-3.2,11,-24,10
CC(C)(C)C(=O)Cn1c(=N)n(Cc2ccccc2)c2ccccc21,-9,-32,14,22,3[fluorescence artefact?],-1.1,-6,-11,13
Cc1nc2ccccc2n1C1CCN(C(=O)Nc2ccccc2)CC1,-1,9,-1,-11,-2,-0.4,1,1,4
Cc1cc(C)c(NC(=O)C2CCCN2C(=O)NC2CCCCC2)c(C)c1 (stereo not given),3,-28,4,-30&15,4,-2.3,-3,-20,6&10
O=C1CCCN1CCCNC(=S)Nc1ccccc1Cl,3,-3,2,15,-2,1.9,-9,-19,2
CC(=O)OCn1nnc2ccccc2c1=O,1,-3,-3,18,1,3.5,-9,-3,10
O=C(Nc1cccc(C(F)(F)F)c1)Nc1ccc(N2CCCC2)c(S(=O)(=O)Nc2ccccc2Cl)c1,9,20,-5,-41,10,0.7,3,-10,5
CC(=O)c1c(N2CCN(c3ccc(F)cc3)CC2)nc(=S)n(-c2ccccc2)c1C,2,-8,7,-9,0,0.5,4,-4,9
Cc1c(-c2nc(N)nc(Nc3ccccc3)n2)oc2ccccc12,-1,9,-1,3,3,-0.7,-7,-21,12
O=c1cc(Cl)c(-c2ccccc2)n[nH]1,3,14,1,24,6[fluorescence artefact?],0.0,-7,-11,11
Cc1csc(SC(C)C(=O)Nc2ccc3c(c2)OCCO3)n1 (stereo not given),2,0,1,7,2,1.9,-4,-2,8
# Remaining list, next part.
SMILES,p97 ATPase inh,NPY-Y1 PAM-ag,NPY Y1 blocker,EP2 mod,eIF4E-4G inh,S1P4 ag,NPY-Y2 PAM-ag,S1P4 antag,EP2 antag
CN(Cc1ccccn1)Cc1cn(Cc2ccccc2)nc1-c1ccc2c(c1)OCO2,0,9,0,-4,3,-1.5,8,-9,4
CCN1C(=O)CC(NNC(=O)c2ccccc2)C1=O (stereo not given),-1,5,.,3,0,-1.5,-17,2,6
CCCCn1c(=O)[nH]c(=O)c2c1nc(-c1ccc(C(F)(F)F)cc1)n2C,-3,-4,1,-13,8,0.0,-10,3,7
Cc1cc(NC(=O)Cc2c(F)cccc2Cl)no1,1,-15,-2,-15,2,-2.4,-7,3,-2
CCC(O)CNC(=O)CCc1nnc(C2(c3ccc(Cl)cc3)CCC2)o1 (stereo not given),1,-4,8,18,-2,0.7,-5,-14,16
CCC(C)OC(=O)C[N+](C)(C)CCOC1CC2CCC1(C)C2(C)C (stereo not given),0,-25,21*,-28,1,-0.2,-3,-7,3
CC1CCN(C(=S)NC(=O)c2cccs2)CC1,2,9,4,13,-3,-0.4,1,-11,7
Oc1cccc(C=NCc2ccccc2)c1,4,-2,7,9,-2[fluorescence artefact?],0.8,11,-7,4
Cc1cc(C)c(C(=O)O)c(Cl)n1,4,14,-4,29,1,0.7,-2,-5,5
Cn1nnnc1SCCNCc1ccccc1OCc1ccccc1Cl,-5,-16,9,-1,-1,3.6,-8,-2,7
C=C(C)C(=O)Nc1nnc(-c2ccccc2C)s1,0,7,2,-7,-1,0.8,2,2,10
O=C(O)c1cn(Cc2cccnc2)c(=O)c2ccccc12,-2,-10,8,23,1,1.9,-8,-7,6
O=C(NC(NC(=S)Nc1ccccc1C(=O)O)C(Cl)(Cl)Cl)c1ccco1 (stereo not given),4,-4,10,-40,0,0.1,1,-11,8
O=C(Cc1c(O)c2ccccc2[nH]c1=O)NC1CCCCCCC1,1,9,10,31,4,1.0,-1,-27,4
COC(=O)[C@H](Cc1ccccc1)NC(=O)NCc1ccc(C)cc1,7,10,.,-1,0,2.0,21,6,11
Cc1ncc([N+](=O)[O-])n1Cc1cccc2ccccc12,1,-22,-1,-15,7[fluorescence artefact?],0.3,-14,-10,11
O=C1c2cccc3cccc(c23)C(=O)N1CCN1CCN(C(=S)Nc2ccccc2)CC1,0,3,-4,-65,0,1.9,-1,-10,11
Cc1ccc(-c2csc(NC(=O)C3=COCCO3)n2)cc1,-4,-2,8,14,2,0.8,-3,0,6
Cc1ccc(S(=O)(=O)Oc2ccc(/C=C(/NC(=O)c3ccccc3)C(=O)NC(C)C(=O)O)cc2)cc1 (stereo not given),3,1,-3,1,-3,1.3,15,-8,3
Cc1ccc(/C=N/NC(=O)CSc2nc3ccccc3n2C)s1,2,-14,2,-45,-3,-0.9,-8,3,3
CCOc1cc(CNCc2ccncc2)cc(Br)c1OCc1ccc(F)cc1,-3,-11,5,-28,-7,-1.5,-16,-15,5
CCOC(=O)C1=C(C)N=C2SCCC(=O)N2[C@@H]1c1cccs1,3,2,.,33,-6,0.6,2,-5,5
CCCCNCc1cccn1-c1ccccc1,3,10,6,31,-2,0.4,-11,0,8
CCOC(=O)c1nn(-c2ccccc2)c(=O)cc1SC1CCCCC1,3,21,3,56,0,0.2,6,-2,12
O=C(Nc1nnc(N2CCCCCC2)s1)c1cc(-c2ccc(Br)cc2)on1,-1,17,1,0,-2,-2.0,-8,5,13

# Entries of single compounds, looked up by structure. Order of values: p97 ATPase inh	NPY-Y1 PAM-ag	NPY Y1 blocker	EP2 mod	eIF4E-4G inh	S1P4 ag	NPY-Y2 PAM-ag	S1P4 antag	EP2 antag
# `Cc1ncc([N+](=O)[O-])n1Cc1cccc2ccccc12` is listed with 1	-22	-1	-15	7[fluorescence artefact?]	0.3	-14	-10	11
# `O=C(NC(NC(=S)Nc1ccccc1C(=O)O)C(Cl)(Cl)Cl)c1ccco1` (stereo not given) is listed with 4	-4	10	-40	0	0.1	1	-11	8
# `Cc1cc(C)c(C(=O)O)c(Cl)n1` is listed with 4	14	-4	29	1	0.7	-2	-5	5
# `O=C1c2cccc3cccc(c23)C(=O)N1CCN1CCN(C(=S)Nc2ccccc2)CC1` is listed with 0	3	-4	-65	0	1.9	-1	-10	11
# `CCOC(=O)c1nn(-c2ccccc2)c(=O)cc1SC1CCCCC1` is listed with 3	21	3	56	0	0.2	6	-2	12

# Other entries follow.
SMILES,p97 ATPase inh,NPY-Y1 PAM-ag,NPY Y1 blocker,EP2 mod,eIF4E-4G inh,S1P4 ag,NPY-Y2 PAM-ag,S1P4 antag,EP2 antag
O=C(NCCCO)C(=O)NCc1ccncc1,1,-2,-2,0,0,1.0,3,-16,5
COc1cc(CNn2cn[nH]c2=S)cc(Br)c1OCc1ccccc1F,0,12,1,-4,-2,-1.7,12,1,7
NC(=NCCc1ccc(Cl)cc1)NS(=O)(=O)c1ccc(F)cc1,-7,17,0,-22,-20,-0.6,6,-9,6
CC1(C)CC(N2CCN(c3ccccc3)CC2)=CC(=[N+]2CCCC2)C1,6,2,4,9,8[fluorescence artefact?],1.7,17,2,11
COc1ccc(/C=N/NC(=O)c2cccnc2)cc1CN1CCOCC1,7,-9,.,-38,1,-0.5,3,-6,11
O=C1CN(C(=O)COC(=O)C2CC(=O)N(Cc3ccco3)C2)c2ccccc2N1 (stereo not given),-2,-9,-1,-1,8,0.0,4,-11,12
CCCc1[nH]n(-c2nc3ccccc3s2)c(=O)c1C=NCCN1CCOCC1,8,1,-5,-5,-2,-0.2,12,-3,11
O=C(CN1CCN(Cc2ccccc2)C1=O)NCc1ccc(Cl)cc1,0,6,-3,-5,-3,2.2,-5,0,8
Cc1cc(C)n(C(C)n2nc(C)cc2C)n1,4,-8,0,14,2,1.6,4,-9,4
Cc1cc(=O)[nH]c(SCc2cc(=O)n3nc(C)sc3n2)n1,5,-4,-4,7,-4,1.0,-11,-6,6
CCOCCCNC(=O)C(NC(=O)c1ccc2c(c1)OCO2)c1ccc(Cl)cc1 (stereo not given),2,13,2,19,0,0.8,-5,8,4
Cc1cccc(C(=O)NC(=S)Nc2ccc(S(=O)(=O)N(C)c3ccccc3)cc2)c1,-5,-16,12,-61,0,0.3,-14,-3,.
Cc1nc2ccccn2c1C(=O)NN=C1CCCC1,4,-3,0,-3,-1,3.3,5,-11,1
Cc1noc(C)c1C(=O)Nc1ccc(F)cc1,9,-2,2,16,0,0.0,9,-11,12
CC(C)c1ccc(OCc2ccc(C(=O)O)o2)cc1,5,19,.,4,-5,0.0,14,-3,5
CN1CC(=O)N(CC(=O)Nc2cc(Cl)cc(Cl)c2)C1=O,5,-10,8,14,3,0.9,-7,-2,12
Cc1cc(C)c(S(=O)(=O)c2c(C)cccc2C)c(Cl)n1,-6,-10,7,33,-4,-3.1,3,-4,11
COC(=O)C(C(=O)OC)C(C)C(C(=O)OC)C(=O)OC,6,-19,6,25,-4[fluorescence artefact?],0.5,5,-9,17
O=C(NCc1ccco1)c1ccc(CNc2c(N3CCCCC3)c(=O)c2=O)cc1,-1,-1,2,19,1,-0.1,-3,1,9
Cc1ccc(S(=O)(=O)N2CCN(C(=O)N3CCOCC3)C2C)cc1 (stereo not given),5,-1,-5,13,1,0.9,4,9,3
CCC1CCC(C(=O)NC(C(=O)Nc2ccc3c(c2)OCCO3)C(C)C)CC1 (stereo not given),-4,-1,5,23,-6,0.3,4,12,2
O=C(Nc1nncs1)C1COc2ccccc2O1 (stereo not given),3,0,-3,22,-9,0.3,3,-16,12
CC(=O)Nc1ccc(C2Nc3ccccc3C(=O)N2C2CCCCC2)cc1 (stereo not given),1,-13,1,9,1,0.5,-9,-18,6
Cc1ccc(C(=O)c2cccc(N)c2)cc1C,0,20,-1,3,0,0.3,-10,-30,5
O=C(Nc1ccc2sccc2c1)c1cccc(N2C(=O)CCC2=O)c1,4,1,2,-30,-1,-0.8,2,-4,11

# Assay outcomes as filed in PubChem.

# These rows are one share of the data. The share of hits here may be higher or lower than overall.
